# High-throughput results as filed in PubChem.
# mIAP activ: increases mouse intestinal alkaline phosphatase activity. muIAP, CDP-Star luminescence, 30 min; hits give high values; 1 = vehicle-only enzyme signal, 0 = enzyme-free wells. activation factor at 10 µM. 330,000 tested, 0.24% active. AID 2805;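 active = activation factor of at least 2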; also: the source names both 10 and 20 µM as test concentration; values of inactives mirror those of a sister screen read the other way
#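 System: Mouse IAP enzyme | Also added: CDP-Star substrate | Dosing: Compounds dispensed in DMSO | Schedule: 30 min enzyme-substrate-compound incubation at room temperature | Technique: Chemiluminescence readout | Control set: DMSO-only wells and no-enzyme negative control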
# MIN6 prolif: induces beta-cell replication in MIN6 cells. MIN6 cells proliferation, ATPlite luminescence, 48 h; cells starved in 0.2% serum; 100% = growth in 10% serum. proliferation, % at 10 µM. 330,000 tested, 0.29% active;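 active = compounds whose signal lies at least 3.5 SD above the mean of all wells on their plate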;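 also: 0% = DMSO-treated cells in low-serum medium and 100% = 10% serum control; some compounds called inactive have numbers as strong as hits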
# NALP3 yeast inh: NALP3 inhibition in yeast. Yeast reconstituted NLRP3/ASC/caspase-1, beta-gal luminescence, 24 h. inhibition, % at 10 µM. 330,000 tested, 0.39% active;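 active = inhibition of 50% or more; inactive = inhibition below 50%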;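 also: plate controls were induced DMSO wells for no effect and uninduced yeast grown without galactose for full effect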
# SENP1 inh: inhibitors of human SENP1 SUMO protease catalytic domain; 360,000 tested, 0.21% active; recombinant SENP1 catalytic domain, CyPet-SUMO1-YPet FRET cleavage; inhibition, % at 10 µM; AID 624204; Q9P0U3;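 active = inhibition at least 30% at 10 µM, raw YFP signal under a set limit, fluorescence ratio 0.5 to 1.5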;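 also: 0% = enzyme with DMSO and 100% = no enzyme wells; some results filed as inactive read as strong as hits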
# Target sequence (Q9P0U3 419-644 limits assumed): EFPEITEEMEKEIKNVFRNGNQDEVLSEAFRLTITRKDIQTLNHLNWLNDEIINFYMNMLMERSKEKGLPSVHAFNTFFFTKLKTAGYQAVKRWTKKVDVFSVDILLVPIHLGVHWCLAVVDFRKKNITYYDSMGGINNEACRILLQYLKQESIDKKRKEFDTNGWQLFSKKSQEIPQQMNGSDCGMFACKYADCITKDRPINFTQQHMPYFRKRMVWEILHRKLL
#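 Controls: no-enzyme wells low, DMSO-plus-enzyme wells high control. Test system: human recombinant His6-tagged SENP1 catalytic domain enzyme. Reagent: SFCypet-SUMO1-SFYpet FRET protein substrate, 25 nM final. Doses: one dose per compound, 10 µM, 0.5% DMSO. Detection: FRET, CFP and YFP emission. Timing: 50 min reaction at room temperature.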
# hIAP activ: human IAP activation | P09923 | purified human IAP, CDP-Star luminescence, 30 min; hits give high values; 1 = vehicle-only enzyme, 0 = enzyme-free background | activation factor at 10 µM | 330,000 tested, 0.16% active;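 active = activation factor of the enzyme at least 2-fold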; also: the source names both 10 and 20 µM as test concentration; values of inactives mirror those of a sister screen read the other way
# Target sequence (P09923 whole entry, looked up): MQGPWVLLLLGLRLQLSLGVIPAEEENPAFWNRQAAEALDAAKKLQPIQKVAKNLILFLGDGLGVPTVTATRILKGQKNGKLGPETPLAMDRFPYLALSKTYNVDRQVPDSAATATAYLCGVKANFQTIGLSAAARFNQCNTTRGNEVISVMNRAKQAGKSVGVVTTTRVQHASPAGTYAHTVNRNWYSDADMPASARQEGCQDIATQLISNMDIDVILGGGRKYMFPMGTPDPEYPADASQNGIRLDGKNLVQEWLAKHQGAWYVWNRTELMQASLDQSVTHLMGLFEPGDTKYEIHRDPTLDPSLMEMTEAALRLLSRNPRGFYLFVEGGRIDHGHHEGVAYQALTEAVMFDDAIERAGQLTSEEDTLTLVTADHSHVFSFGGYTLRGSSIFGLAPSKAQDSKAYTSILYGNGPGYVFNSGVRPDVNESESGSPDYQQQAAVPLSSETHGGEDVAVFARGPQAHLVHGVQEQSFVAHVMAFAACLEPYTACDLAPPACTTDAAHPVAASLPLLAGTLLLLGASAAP
# A3A deaminase: inhibitors of human APOBEC3A DNA deaminase; recombinant A3A, FAM/TAMRA ssDNA deamination fluorescence; inhibition, % at 20 µM; 330,000 tested, 0.41% active; P31941; AID 493011;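 active = at least 40% inhibition at 20 µM here, with at most 30% in a related deaminase screen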;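 also: plate controls were A3A with DMSO for no effect and wells lacking A3A enzyme for full effect; some results filed as inactive read as strong as hits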
# Target sequence (P31941 whole entry, looked up): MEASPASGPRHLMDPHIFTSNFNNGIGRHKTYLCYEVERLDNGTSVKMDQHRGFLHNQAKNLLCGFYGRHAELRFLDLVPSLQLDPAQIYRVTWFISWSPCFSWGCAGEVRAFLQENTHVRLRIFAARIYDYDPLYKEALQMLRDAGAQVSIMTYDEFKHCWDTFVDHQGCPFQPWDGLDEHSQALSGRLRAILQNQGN
# hIAP block: blocks human intestinal alkaline phosphatase | P09923 | AID 2544 | 330,000 tested, 0.12% active | inhibition, % at 10 µM | purified IAP, CDP-Star luminescence, 30 min;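 active = inhibition reaching a set limit with compound at 10 µM in the primary screen, cut at about 35% in these data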;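 also: plate controls were DMSO wells with enzyme for no effect and no-enzyme buffer wells for full effect; values of inactives mirror those of a sister screen read the other way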
# mIAP block: blocks mouse intestinal alkaline phosphatase; purified mouse IAP, CDP-Star luminescence, 30 min; inhibition, % at 10 µM; 330,000 tested, 0.2% active; AID 2806;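 active = inhibition of at least 40% at 10 µM in the primary screen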;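 also: plate controls were DMSO with enzyme for no effect and no enzyme wells for full effect; values of inactives mirror those of a sister screen read the other way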
# APOBEC3G inh: inhibitors of human APOBEC3G DNA deaminase. AID 493012. Q9HC16. 330,000 tested, 0.28% active. inhibition, % at 20 µM. recombinant A3G, ssDNA deamination FAM/TAMRA fluorescence;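 active = inhibition of at least 40% at 20 µM, with no more than 30% in the related APOBEC3A deaminase screen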;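 also: plate controls were DMSO wells with A3G for no effect and wells lacking A3G enzyme for full effect; some compounds called inactive have numbers as strong as hits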
# Active calls of the source: *; / = not tested or not shown. This is a subset; rates above refer to the full screens.
SMILES,mIAP activ,MIN6 prolif,NALP3 yeast inh,SENP1 inh,hIAP activ,A3A deaminase,hIAP block,mIAP block,APOBEC3G inh
CCN(CC(=O)Nc1ccc(OC)cc1)C(=O)Cc1ccc(OC)c(S(=O)(=O)N2CCOCC2)c1,1.1,-2,11,1,0.79,-2,21,-8,-3
NS(=O)(=O)c1ccc(NC(=O)c2cc(-c3cc(Cl)ccc3O)n[nH]2)cc1,0.89,-2,-3,0,1.9,2,-91,11,0
COCCn1c(C)cc2c(c1=O)C(c1ccccc1F)C(C#N)=C(N)O2 (configuration not stated),1,1,7,-121,0.9,-4,10,-3,-7
CN(C(=O)COC(=O)c1ccc2c(c1)OCCO2)C1CCCCC1,0.93,1,15,-1,0.99,-2,1,7,-10
COc1ccc(C(=O)NCC(c2ccco2)N2CCc3ccccc32)cc1OC (configuration not stated),1,-3,20,2,1,1,0,-5,7
CCN(C(=O)COc1ccc(C)cc1OC)c1cccc2ccccc12,0.9,-1,10,1,1,-1,-5,10,-4
CC(=O)Nc1cccc(OCC(O)Cn2c(C)nc3ccccc32)c1 (configuration not stated),1,-2,5,0,1.1,-1,-11,0,-4
Cc1noc(-c2ccccc2)c1NC(=O)Nc1ccc(Cl)cc1,3.1*,1,-9,0,1.1,-2,-10,-206,-7
CN1CCN(c2ccc(NC(=O)COc3cccc4ccccc34)cc2)CC1,0.96,-1,28,1,0.81,-4,19,4,-7
O=C(CCn1cnc2ccccc21)N/N=C/C=C/c1ccccc1,1,-3,15,-5,1.1,0,-7,-1,-10
S=c1[nH]nc(C2CCCCC2)n1/N=C/c1ccco1,1,0,3,1,0.83,-6,17,-1,33
Cc1ccc2c(Cl)cc(Cl)c(OCC(=O)N3CCCC3)c2n1,1,-2,-32,1,1.1,4,-8,-5,-3
Oc1ccc(N=Nc2ccccc2)o1,1.1,-6,32,2,0.96,-2,4,-6,3
COC(=O)c1ccc(NC(=O)Cn2nnc3ccccc32)cc1,1.1,-1,7,2,0.89,-1,11,-14,0
Cc1nn(C)cc1CNC(=O)Nc1ccc(Cl)cc1,1.5,2,10,2,1,-5,-2,-47,-4
Clc1ccc2nc(CSc3nncn3-c3ccccc3)cn2c1,1,1,7,-1,1,-6,-4,0,-5
COc1ccccc1NC(=O)c1nn(-c2ccc(OC(F)(F)F)cc2)ccc1=O,0.94,1,6,1,1,-1,-3,6,-13
CC(C)(C)OC(=O)CC1(C#N)c2ccccc2C(Br)=CN1C(=O)c1ccccc1 (configuration not stated),0.94,-7,6,1,1.1,-3,-5,6,-7
Cn1cccc1/C=N/NC(=O)Cc1ccccc1,0.96,0,5,0,0.99,1,0,4,-1
O=C(Nc1cc([N+](=O)[O-])ccc1N1CCCC1)c1ccccc1,0.94,-2,20,-2,0.88,0,12,6,-5
Cc1ccc2c(c1)N(C(=O)CCC(=O)NCc1cccc(Br)c1)CC(C)O2 (configuration not stated),1.1,-5,-3,1,1.1,-2,-12,-7,2
COc1ccccc1Cn1c(CCCO)nc2ccccc21,1.1,-2,3,1,0.94,-4,6,-8,-8
CCc1noc(C)c1C(=O)Nc1cc(S(=O)(=O)N(CC)CC)ccc1N1CCCC1,0.97,2,3,-3,0.99,1,1,3,-10
C=C1CCC[C@]2(C)C[C@H]3OC(=O)C(CN4CCCCC4CO)[C@H]3CC12 (some centres not stated),1.1,2,-81,-1,1,0,-1,-10,4
CCCN(CC(=O)Nc1ccccc1OC)C(=O)Cc1ccc2c(c1)CCC2,1.1,5,3,2,0.82,-4,18,-6,1
CCC(C)n1ncn(-c2ccc(N3CCN(c4ccc(OC)cc4)CC3)cc2)c1=O (configuration not stated),0.97,0,18,-1,0.9,-6,10,3,-2
CNc1cc(-n2nc(C)cc2-c2ccccc2)ncn1,1,2,9,0,0.93,-3,8,-1,-5
COc1cc(C(=O)NCc2ccc(C)cc2)ccc1OC(F)F,1,0,11,3,1,-1,0,0,-4
Fc1ccc(CNC(=S)Nc2cccc(Cl)c2)cc1,2.4*,-2,14,2,0.93,-3,7,-138,-6
CCCCC(=O)C1=C(N2CCCC2)CC(C)(C)CC1=O,0.99,1,-4,1,0.97,0,3,1,-3
COc1ccc(OC)c(Cc2nnc(CCC(=O)NC3CCCC3)o2)c1,0.97,-2,-4,-1,1,0,0,2,-4
CCCN1CCN(C(=S)Nc2sc(CC)cc2C(=O)OC)CC1,0.98,-4,13,-4,1.1,0,-10,2,-3
CN1C(=O)c2ccccc2C(C(=O)NCCCN2CCCC2=O)C1c1c[nH]c2ccccc12 (configuration not stated),1,-3,15,/,1.2,-3,-19,-2,3
O=C(NC12CC3CC(CC(C3)C1)C2)N1CCN(C2CCCCC2)CC1,1,1,10,0,1.1,-1,-5,0,-6
Brc1ccc(-c2cn3cccnc3n2)cc1,1.1,-2,40,-2,1.2,-5,-18,-6,-8
Cc1ccccc1NC(=O)CSC(N)=O,0.76,-1,19,2,0.97,-2,3,24,-6
COc1ccc(C(=O)COC(=O)CCN2C(=O)[C@@H]3[C@H](C2=O)[C@@H]2C[C@H]3C(Br)C2Br)cc1 (some centres not stated),1,0,-1,2,1.1,-2,-5,-4,-6
C/C(=N\N=c1/sc2ccccc2n1C)c1ccc(N2CCOCC2)cc1,0.99,0,10,1,1.3,-1,-32,1,-5
COc1ccc(/C=C/c2nc3ccccc3c(=O)n2-c2cccc(C(=O)O)c2)cc1,1.1,-4,8,-3,1,1,-2,-7,-3
CCCNC(=O)C1(S(=O)(=O)c2ccccc2)CC=CC1,0.93,-1,6,1,0.84,-3,16,7,-11

# Quoted from the listing.
# hIAP activ with CN1C(=O)c2ccccc2C(C(=O)NCCCN2CCCC2=O)C1c1c[nH]c2ccccc12 (configuration not stated) = 1.2
# mIAP activ with Cc1ccccc1NC(=O)CSC(N)=O = 0.76

# Carrying on.
SMILES,mIAP activ,MIN6 prolif,NALP3 yeast inh,SENP1 inh,hIAP activ,A3A deaminase,hIAP block,mIAP block,APOBEC3G inh
COCCN1C(=O)N[C@@H](c2ccco2)C(C(=O)OC)=C1C,1,-2,16,-4,0.89,-3,11,-5,-7
O=C(NC1CCCCC1)c1ccc(CS(=O)(=O)c2ccc(Cl)cc2)o1,1,-2,6,-1,1.1,-6,-7,0,-1
O=C(COc1ccccc1C(=O)c1cnn(-c2ccccc2)c1)Nc1ccccc1,0.95,-5,20,-1,1.1,0,-12,5,-5
C=C1SC(Nc2c(C)cc(C)cc2C)=NC12CCCCC2,1,-6,27,4,0.98,0,2,-2,-5
COCCOC1CCN(C(=O)c2cc(COc3ccc(-n4cncn4)cc3)on2)CC1,0.98,-2,1,1,0.91,-2,9,2,-5
COc1cc(C2C(C#N)=C(N)Oc3n[nH]c(C)c32)ccc1OC(=O)c1ccccc1 (configuration not stated),0.91,-4,-7,-3,0.96,-1,4,9,5
CN(C)S(=O)(=O)c1ccc(Cl)c(NC(=O)CN2CCN(c3ccccn3)CC2)c1,0.97,-3,4,1,1.1,-1,-7,2,-10
C=C(c1ccc(O)cc1)c1ccc(O)cc1,0.93,-4,18,-4,1.1,-4,-6,7,-7
O=C(CN1C(=O)NC2(CCCCCC2)C1=O)Nc1ccc(S(=O)(=O)N2CCOCC2)cc1,1.1,-3,1,0,1,-4,-3,-6,-5
COc1cc2c(cc1OC)CN(S(=O)(=O)/C=C/c1ccccc1)CC2,1,-2,5,-2,1,-2,0,-4,-9

# Reformatted: 11 of the compounds above
mol | mIAP activ | MIN6 prolif | NALP3 yeast inh | SENP1 inh | hIAP activ | A3A deaminase | hIAP block | mIAP block | APOBEC3G inh
COc1ccc(C(=O)COC(=O)CCN2C(=O)[C@@H]3[C@H](C2=O)[C@@H]2C[C@H]3C(Br)C2Br)cc1 (some centres not stated) | 1 | 0 | -1 | 2 | 1.1 | -2 | -5 | -4 | -6
C/C(=N\N=c1/sc2ccccc2n1C)c1ccc(N2CCOCC2)cc1 | 0.99 | 0 | 10 | 1 | 1.3 | -1 | -32 | 1 | -5
COc1ccc(/C=C/c2nc3ccccc3c(=O)n2-c2cccc(C(=O)O)c2)cc1 | 1.1 | -4 | 8 | -3 | 1 | 1 | -2 | -7 | -3
CCCNC(=O)C1(S(=O)(=O)c2ccccc2)CC=CC1 | 0.93 | -1 | 6 | 1 | 0.84 | -3 | 16 | 7 | -11
COCCN1C(=O)N[C@@H](c2ccco2)C(C(=O)OC)=C1C | 1 | -2 | 16 | -4 | 0.89 | -3 | 11 | -5 | -7
O=C(NC1CCCCC1)c1ccc(CS(=O)(=O)c2ccc(Cl)cc2)o1 | 1 | -2 | 6 | -1 | 1.1 | -6 | -7 | 0 | -1
O=C(COc1ccccc1C(=O)c1cnn(-c2ccccc2)c1)Nc1ccccc1 | 0.95 | -5 | 20 | -1 | 1.1 | 0 | -12 | 5 | -5
C=C1SC(Nc2c(C)cc(C)cc2C)=NC12CCCCC2 | 1 | -6 | 27 | 4 | 0.98 | 0 | 2 | -2 | -5
COCCOC1CCN(C(=O)c2cc(COc3ccc(-n4cncn4)cc3)on2)CC1 | 0.98 | -2 | 1 | 1 | 0.91 | -2 | 9 | 2 | -5
COc1cc(C2C(C#N)=C(N)Oc3n[nH]c(C)c32)ccc1OC(=O)c1ccccc1 (configuration not stated) | 0.91 | -4 | -7 | -3 | 0.96 | -1 | 4 | 9 | 5
CN(C)S(=O)(=O)c1ccc(Cl)c(NC(=O)CN2CCN(c3ccccn3)CC2)c1 | 0.97 | -3 | 4 | 1 | 1.1 | -1 | -7 | 2 | -10

# More results:
SMILES,mIAP activ,MIN6 prolif,NALP3 yeast inh,SENP1 inh,hIAP activ,A3A deaminase,hIAP block,mIAP block,APOBEC3G inh
S=C(NCc1ccco1)N1CCN(c2ccccc2Cl)CC1,0.94,-3,11,-3,1,-3,-2,6,-13
COc1ccc(C(CC(=O)O)NS(=O)(=O)c2ccc(C)cc2)cc1 (configuration not stated),0.95,-1,9,2,0.91,-1,9,4,-3
COCCN(CCOC)C(=O)c1ccc(SCc2ccc(C)cc2)c([N+](=O)[O-])c1,0.93,-1,6,0,0.97,1,3,7,-3
CN(C)/C=N/c1cc(=O)n(C)c(=O)n1Cc1ccccc1,1,-4,-1,3,1,3,-1,-4,-3
COc1ccccc1CN(C)S(=O)(=O)c1cccs1,0.93,1,29,4,1.1,1,-11,7,-7
O=C(Nc1ccccn1)C1CCN(S(=O)(=O)c2ccc3c(c2)OCCCO3)CC1,0.99,3,21,2,1,2,-2,1,2
Cc1ccc([C@@H]2CC=C(C(=O)O)[C@H](c3ccc(Cl)cc3)N2S(=O)(=O)c2ccc(C)cc2)cc1,0.94,-5,-1,0,1,4,-1,6,-1
CCOCCCNC(=O)C1CCC(CNS(=O)(=O)c2ccc(F)cc2)CC1 (configuration not stated),1,-1,-1,0,0.99,-3,1,-3,-6
Cc1ccc(-c2nnc3sc(CCc4ccccc4)nn23)cc1,0.85,-4,18,-1,1,0,-2,15,0
CCc1ccc(NC(=O)CSc2ccc(-c3sc(C)nc3C)nn2)cc1,0.95,-2,26,0,0.8,1,20,4,1
O=C1S/C(=C\c2ccc(O)c([N+](=O)[O-])c2)C(=O)N1c1ccccc1Cl,0.89,-6,24,3,0.83,-3,17,12,-4
